# Source: PubChem BioAssay (several laboratories)
# PfM18AAP inh: PfM18AAP inhibitors, malaria aminopeptidase, primary screen, biochemical, QFRET, recombinant enzyme | M18 aspartyl aminopeptidase (Plasmodium falciparum 3D7) | AID 1822, 2009 | 290,000 tested, 1.2% active | inhibition, % at 7.35 µM | H-Glu-NHMec fluorogenic cleavage;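 active = inhibition above the campaign mean inhibition over all tested compounds plus 3 SD, cut at about 28% in these data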;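 also: 0% = plate median of test compound wells and 100% = 2 mM ZnCl2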
# OXTR potentiator: human OXTR potentiators, primary screen, fluorescence, CHO-OTR cells, Fluo-8 calcium; Oxytocin receptor (Homo sapiens), P30559; Fluo-8 calcium fluorescence, potentiator mode; 0% = oxytocin EC15, 100% = EC100; activation, % at 3 µM; 320,000 tested, 0.061% active;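 active = activation above that plate's cutoff, the mean activation of tested compounds plus 3 SD, cut at about 6.6% in these data, passing the limit was not always enough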;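 also: 100% uses oxytocin at 75 nM as the full agonist control; some results filed as inactive read as strong as hits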
# Target sequence (P30559 whole entry, looked up): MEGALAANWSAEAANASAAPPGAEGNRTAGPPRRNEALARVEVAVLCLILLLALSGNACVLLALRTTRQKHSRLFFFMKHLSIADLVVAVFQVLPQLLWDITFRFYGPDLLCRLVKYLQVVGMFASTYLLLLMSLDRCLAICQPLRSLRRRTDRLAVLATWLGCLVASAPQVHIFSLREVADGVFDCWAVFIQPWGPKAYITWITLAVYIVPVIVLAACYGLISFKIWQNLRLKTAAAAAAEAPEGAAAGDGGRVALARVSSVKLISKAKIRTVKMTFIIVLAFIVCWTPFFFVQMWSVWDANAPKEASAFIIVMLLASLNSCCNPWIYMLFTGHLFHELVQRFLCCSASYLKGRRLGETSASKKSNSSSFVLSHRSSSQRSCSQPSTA
#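 Material: human OTR in CHO cells. Compound: 3.0 µM, one dose. Timing: compound 6 min at room temperature before oxytocin, 100 s read. Evaluation: % activation of max/min ratio relative to oxytocin controls. Replication: single well per compound, singlicate. Signal: Fluo-8 calcium dye fluorescence.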
# MEKK2mut PB1 HTS: MEK5 binding signal on mutant MEKK2 PB1, primary screen, biochemical, multiplex bead flow cytometry, Alexa488-MEK5. Alexa488-MEK5 binding to MEKK2 mutant. percent response, % at 10 µM. 290,000 tested, 0.35% active; in the data active = percent response above about 24%, passing the limit was not always enough; also: inactives centre near 1; some results filed as inactive read as strong as hits
# OXTR ag: human OXTR agonists, primary screen, fluorescence, CHO-OTR cells, Fluo-8 calcium; Fluo-8 calcium fluorescence; normalized: DMSO 0%, oxytocin 100%; activation, % at 3 µM; 320,000 tested, 0.32% active; AID 2435, 2010;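 active = activation above the mean of all tested compounds plus 3 SD, cutoff set per screening run, cut at about 20% in these data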;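 also: peak over basal fluorescence ratio from a 100 s FLIPR kinetic read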
# GPR7 antag: GPR7 receptor antagonists, primary screen, cell-based, fluorescence, single concentration; Neuropeptides B/W receptor type 1 (Homo sapiens), P48145; GPR7-expressing cells, fluorescence antagonist assay; inhibition, % at 4.4 µM; 290,000 tested, 1.1% active; AID 1861, 2009; in the data active = inhibition above about 16%, passing the limit was not always enough;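 also: cells stimulated with the agonist NPW; 0% = agonist with vehicle and 100% = vehicle without agonist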
# GalR3 antagonist: GalR3 antagonists in HEK293 cells, primary screen, cell-based, fluorescence readout; Galanin receptor type 3 (Homo sapiens), O60755; HEK293 GalR3-CNG cAMP membrane potential fluorescence; galR3 body fused to GalR1 C-terminus; inhibition, % at 3 µM; 360,000 tested, 0.44% active; AID 651719, 2012;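 active = inhibition above the screen-wide average plus 3 SD, cut at about 13% in these data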;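 also: forskolin and galanin both at EC90 stimulate the cells; cAMP rise reported by CNG channel membrane potential dye signal; 0% = forskolin plus galanin with DMSO and 100% = forskolin alone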
# Target sequence (O60755 1-299 limits assumed): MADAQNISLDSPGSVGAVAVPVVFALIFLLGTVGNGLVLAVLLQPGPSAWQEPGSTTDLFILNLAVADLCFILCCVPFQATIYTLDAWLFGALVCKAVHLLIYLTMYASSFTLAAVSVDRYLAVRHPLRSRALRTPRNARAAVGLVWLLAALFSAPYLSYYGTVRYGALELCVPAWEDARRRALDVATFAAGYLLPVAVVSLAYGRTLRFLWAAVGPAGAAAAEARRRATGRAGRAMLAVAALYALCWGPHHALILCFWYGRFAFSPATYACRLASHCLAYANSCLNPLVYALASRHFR
# MEKK2 WT-MEK5: modulators of MEK5 binding to wildtype MEKK2, primary screen, biochemical, multiplex bead flow cytometry, Alexa488-MEK5; Alexa488-MEK5 binding to MEKK2 WT; actives lie on both sides; binding response (% of control), % at 10 µM; 290,000 tested, 1.1% active; in the data active = binding response below about 67% or above about 130%
# V1R ag counter: agonists of human V1a receptor, primary screen, counter-screen for OXTR agonist project, fluorescence, CHO-V1R cells; Vasopressin V1a receptor (Homo sapiens), P37288; Fluo-8 calcium fluorescence, agonist mode; 0% DMSO, 100% 3 nM vasopressin; 320,000 tested, 0.25% active; activation, % at 3 µM;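 active = activation above the mean activation of all tested compounds plus 3 SD, per screening run, cut at about 20% in these data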;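 also: signal is peak over basal fluorescence ratio across a 100 second FLIPR read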
# Target sequence (P37288 whole entry, looked up): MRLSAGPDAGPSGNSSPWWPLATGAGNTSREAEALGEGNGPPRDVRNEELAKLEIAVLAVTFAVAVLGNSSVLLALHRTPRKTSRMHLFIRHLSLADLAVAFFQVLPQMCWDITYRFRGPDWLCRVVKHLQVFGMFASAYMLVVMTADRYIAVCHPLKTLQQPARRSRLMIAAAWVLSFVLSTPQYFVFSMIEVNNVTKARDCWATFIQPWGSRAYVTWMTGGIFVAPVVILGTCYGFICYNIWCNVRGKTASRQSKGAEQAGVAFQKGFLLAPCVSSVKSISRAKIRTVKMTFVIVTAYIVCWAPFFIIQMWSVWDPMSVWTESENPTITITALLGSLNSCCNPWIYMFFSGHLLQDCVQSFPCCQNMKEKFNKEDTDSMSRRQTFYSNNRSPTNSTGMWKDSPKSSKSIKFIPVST
# NALP1 inh: NALP1 inflammasome inhibitors in reconstituted yeast, colorimetric, S. cerevisiae, triplicate retest; S. cerevisiae NALP1/ASC/caspase-1 growth, X-gal OD620, 72 h; inhibition, % at 10 µM; 280,000 tested, 0.61% active; AID 2071, 2009; in the data active = inhibition mostly above about 24%, no sharp cut-off; inactive = mostly below about 32%; also: some compounds called inactive have numbers as strong as hits
# The depositor's hits bear a star; nt = not tested or not shown. The order is random. Share with any hit: about 4.1%.
SMILES,PfM18AAP inh,OXTR potentiator,MEKK2mut PB1 HTS,OXTR ag,GPR7 antag,GalR3 antagonist,MEKK2 WT-MEK5,V1R ag counter,NALP1 inh
CCOC(=O)c1oc2cc(O)ccc2c(=O)c1-c1ccccc1OC,4,-7,3,0.7,-10,-1,102,1.2,23
O=C(COc1ccc(Cl)cc1Cl)NN1C(=O)/C(=C\c2ccc(Cl)cc2)SC1=S,-4,-13,0,0.4,-13,-3,100,0.9,-11
CCN(C(=O)CN1C(=O)COc2ccc(S(=O)(=O)N3CCCCCC3)cc21)c1cccc(C)c1,11,-19,-1,1.1,16,-11,94,3.1,-7
CCOC(=O)C1CCCN(C(=O)c2cccc([N+](=O)[O-])c2C)C1 (configuration not stated),2,0,-5,-0.2,1,-7,96,0.6,9
COCCNC(=O)CSc1nnc(CCCN2C(=O)c3cccc4cccc(c34)C2=O)n1-c1ccccc1,3,-2,-1,-0.1,-4,-2,103,-0.3,22
CCn1c(CSc2nnc(-c3cccnc3)n2-c2ccccc2C)nc2cc(C(=O)O)ccc21,-8,-3,nt,0.9,-20,nt,nt,-0.9,16
O=C(NCc1ccccc1Cl)c1csc2c1CCCCC2,-1,-18,-2,-1.1,1,-1,93,1.6,-10
CCn1c2ccccc2c2nnc(SCC(=O)N(C)C3CCS(=O)(=O)C3)nc21 (configuration not stated),5,-5,0,0.3,-1,2,113,-0.5,19
CSc1cccc(NC(=S)N(CCN(C)C)C(C)c2ccccn2)c1 (configuration not stated),1,-9,-2,4.1,2,-4,96,0.4,-9
CCc1nn(CC(=O)NCCCN(CC)c2cccc(C)c2)c(=O)c2cc3occc3n12,6,-10,-1,-2.4,-11,nt,102,-1.3,-7
O=C(c1ccc(S(=O)(=O)N2CCCC2)cc1)N(c1ccc(F)cc1)C1C=CS(=O)(=O)C1 (configuration not stated),0,-1,8,0.7,-2,0,108,-0.4,3
CC(=O)Nc1ccc(NC(=O)C(C)OC(=O)c2cccc(S(=O)(=O)N3CCCC3)c2)cc1 (configuration not stated),nt,1,nt,0.5,nt,-5,nt,-0.2,nt
Cc1ccccc1NC(=O)C(c1ccccc1)C1CCCC1 (configuration not stated),1,6,6,-2.4,11,-10,106,0.0,1
COc1cccc(NC(=O)CSc2nnc(Cc3cccn3C)n2-c2ccc(F)cc2)c1,11,-5,2,0.4,3,0,103,0.3,23
CCN1C(=O)C2(C(C(=O)c3cc4ccccc4o3)=C(O)C(=O)N2CCCN(C)C)c2ccccc21 (configuration not stated),2,-2,1,1.7,-9,nt,100,0.8,-7
COc1ccc(C(=O)OCc2c(-c3cccc(OC)c3)ncc3ccccc23)cc1,nt,-4,nt,-0.2,nt,-2,nt,0.9,nt
COc1ccc(NC(=O)C2CC(=O)NC(Nc3cccc(C)c3)=N2)cc1 (configuration not stated),1,-4,-6,0.8,-5,-2,93,-1.0,8
COc1ccc(N(CC(O)Cn2c(C)nc3ccccc32)S(=O)(=O)c2ccccc2)cc1 (configuration not stated),-5,-5,-1,-0.3,0,1,104,0.5,14
CCc1ccccc1NC(=O)c1ccc(CN2CCC(Cc3ccccc3)CC2)cc1,10,-15,8,5.9,1,-2,112,11,-15
Cc1cc(C)c(S(=O)(=O)c2cc(F)ccc2C)c(=O)[nH]1,0,-5,11,-0.5,-20,-7,111,0.2,14
COC(=O)[C@]1(Cc2ccccc2)N[C@H](CN(C)C(=O)Nc2ccc(F)cc2)[C@@H]2C(=O)N(Cc3ccccc3)C(=O)[C@@H]21,nt,1,nt,-2.0,nt,-4,nt,1.0,nt
COc1cc(CSc2nnnn2-c2ccc(C)cc2)cc(OC)c1OC,0,-11,nt,9.7,8,96*,nt,7.0,30
CCOC(=O)c1cnc2nc(NCc3ccc(OCc4ccccc4)cc3)[nH]n2c1=O,-1,2,3,0.7,-15,5,104,-0.1,12
CCOC(=O)C1=C(O)C(=O)N(c2ccccc2)C1c1cccc([N+](=O)[O-])c1 (configuration not stated),-6,1,-10,-1.2,4,-6,84,0.1,nt
CC1=CC(C)(C)N2C(=O)C3(C(C#N)=C(N)Oc4cc(C)oc(=O)c43)c3cc(C)cc1c32 (configuration not stated),-6,-3,0,0.8,-14,-6,98,0.0,nt
O=C(c1ccc2c(c1)OCO2)C1CCCN(Cc2ccc(OC(F)F)cc2)C1 (configuration not stated),-10,-10,4,3.4,15,12,108,7.0,24
c1ccc(-c2csc3ncnc(NCCN4CCOCC4)c23)cc1,21,-10,5,-1.4,-6,-5,106,-0.1,25
CC(=O)c1ccc(NC(=S)N2c3ccccc3CC2C)cc1 (configuration not stated),4,-3,-13,0.3,-9,6,93,0.1,0
CCn1cc(C(=O)O)c(=O)c2cc(F)c(N3CCN(C(=S)NC(=O)c4cccc(C)c4)CC3)cc21,4,-14,-4,0.2,-8,-6,92,-0.6,nt
COc1ccc(/C=C/C(=O)NCCOc2ccc(C)cc2)cc1,-5,8,-5,-1.4,1,-4,95,-0.5,26
O=C(Nc1ccc(S(=O)(=O)NCc2ccco2)cc1)c1ccc(F)cc1,-3,-13,-10,6.4,0,-10,97,10,17
Cc1cc(C)n2cc(CSc3ccc(Br)cc3)nc2n1,12,-1,-2,1.5,20,-7,96,0.9,-12
Cc1ccc(-c2nc(SCC(=O)NCCN3C(=O)CSC3=O)[nH]c2-c2ccc(C)cc2)cc1,7,-12,nt,-0.3,-17,nt,nt,-0.7,15
Cc1cc(Oc2ccc(-c3ccccc3)cc2)nc(N2CCOCC2)n1,2,-11,14,-1.0,-6,6,110,-0.1,3
COc1ccc(N2CCN(Cc3oc(CO)cc(=O)c3O)CC2)cc1,13,-9,7,-0.5,-4,-3,109,0.1,-20
CCN(Cc1nc2cc(Cl)ccc2c(=O)[nH]1)C(=O)c1nn(C)c(=O)c2ccccc12,nt,-9,nt,-1.4,nt,-3,nt,0.1,nt
CC(C)(C)NC(=O)CCCCCCCC(=O)NC(C)(C)C,-7,-3,-1,-0.3,2,0,100,0.1,10
NC(=O)Cn1c(=O)oc2ccccc21,-9,0,0,-0.2,-5,1,94,1.2,28
COc1c2c(cc3ccc(=O)oc13)CCO2,-4,-4,-1,0.0,-10,-9,101,1.1,6
COC(=O)NNC(=S)Nc1ccc(Br)cc1,26,-1,-2,0.9,-9,-4,108,0.3,3
COCCCNc1nc2ccccc2nc1NS(=O)(=O)c1ccc(Cl)cc1,5,-3,6,1.4,-7,-11,108,-0.1,8
CCOC(=O)Cn1nc(C)n(-c2ccc(F)cc2)c1=O,-4,-8,-2,0.3,5,-1,93,0.6,0
COc1cnc(-c2ccccn2)nc1Oc1cccc(Cl)c1,3,-11,2,-2.3,-18,-1,103,-0.7,9
CCOC(=O)Nc1cc2c(cc1C(C)=O)OCO2,3,3,0,-0.7,-7,-11,101,0.7,nt
CCSc1nc2c(c(=O)[nH]1)C(c1cccnc1)C(C(=O)OC)=C(C)N2 (configuration not stated),-2,-9,10,-1.0,9,-4,113,-0.4,9
CCC1CCCCN1CCCNC(=O)c1cc2c(=O)[nH]c3ccccc3c2n1C (configuration not stated),8,4,8,0.6,-9,-8,111,0.3,8
CCOc1ccc(NS(=O)(=O)c2ccc(C(=O)N3CCCC(C)C3)cc2)cc1 (configuration not stated),nt,-10,nt,47*,nt,-4,nt,39*,nt
O=C(NNc1cccc(Cl)n1)Nc1ccccc1F,53*,-3,-1,0.3,-3,-4,105,-0.6,13
O=C(NCc1ccccc1Cl)C1CCC(=O)N1Cc1ccc(F)cc1 (configuration not stated),-6,-10,3,0.3,-11,-11,107,0.6,19
O=C(OCc1nnc(-c2ccccc2)o1)c1ccc2c(c1)OCO2,2,-13,8,0.3,-4,-1,109,2.7,4
CC(=O)Nc1ncc(Cc2cccc(Cl)c2Cl)s1,5,-8,-8,3.4,-7,-4,86,3.0,1
O=C(c1ccc2c(=O)n3c(nc2c1)CCC3)N1CCN(S(=O)(=O)c2cccc(F)c2)CC1,nt,-7,nt,-1.4,nt,-4,nt,-0.8,nt
CCCC1OC23CCCCC2C(C#N)(C(=N)O3)C1(C#N)C#N (configuration not stated),6,-8,3,1.1,-7,-4,102,1.2,-14
Cc1ccc(C2C(C#N)=C(N)Oc3c2oc(CO)cc3=O)o1 (configuration not stated),nt,-11,-2,0.5,nt,-2,106,1.9,19
Cc1ccc(CNC(=O)CCS(=O)(=O)c2ccc(Br)s2)o1,3,1,3,-0.7,-11,0,99,0.1,14
Cc1ccc(N=Cc2c(O)cc(C)oc2=O)c(C)c1,-7,-2,-2,1.4,-9,1,99,2.2,13
CCCOC(=O)Nc1ccccc1C(N)=O,-1,-24,11,-1.3,9,-3,106,-1.4,-6
CN1C(=O)C(O)(C2COC(C)(C)CC2=O)c2cc(Br)ccc21 (configuration not stated),-4,-20,13,-0.4,-1,-2,108,1.9,22
COc1ccc(OC)c(N2C(=O)[C@@H]3C(c4ccccc4Cl)=NO[C@@H]3C2=O)c1,5,-10,2,1.5,-5,6,95,1.2,1
FC(F)(F)c1ccc(Oc2ccccc2Cl)nc1,-4,-6,4,-0.2,-11,-2,100,0.6,18

# The list goes on:
SMILES,PfM18AAP inh,OXTR potentiator,MEKK2mut PB1 HTS,OXTR ag,GPR7 antag,GalR3 antagonist,MEKK2 WT-MEK5,V1R ag counter,NALP1 inh
CC(=O)Nc1cccc(NC(=O)CSc2ncc(C(=O)Nc3ccc(F)cc3)c(=O)n2C)c1,nt,7,nt,0.7,nt,-5,nt,-0.1,nt
CCc1cc(-c2n[nH]c(=S)n2-c2cccc(C)c2)cs1,14,0,nt,-1.1,-3,-8,nt,-0.5,-12
O=C(NC1CCCCC1)NC1CC2CCC(C1)N2C(=O)NCc1ccccc1 (configuration not stated),1,-2,nt,0.8,-5,nt,nt,1.2,29
CSCCC(NC(=O)c1ccccc1)C(=O)NCc1ccco1 (configuration not stated),-2,5,1,0.1,0,2,100,-0.7,13
O=C(Nc1ccccc1O)c1c(O)c2c([nH]c1=O)CCCC2,4,-4,-4,2.6,-3,-8,93,-0.1,3
CC(=O)Nc1ccc(NC(=O)CCSCCc2ccccn2)cc1,0,0,-1,-0.5,-14,-7,99,0.7,5

# Reprinted at random: 4 compounds from above.
SMILES,PfM18AAP inh,OXTR potentiator,MEKK2mut PB1 HTS,OXTR ag,GPR7 antag,GalR3 antagonist,MEKK2 WT-MEK5,V1R ag counter,NALP1 inh
CC(=O)Nc1ccc(NC(=O)CCSCCc2ccccn2)cc1,0,0,-1,-0.5,-14,-7,99,0.7,5
CCc1cc(-c2n[nH]c(=S)n2-c2cccc(C)c2)cs1,14,0,nt,-1.1,-3,-8,nt,-0.5,-12
O=C(NC1CCCCC1)NC1CC2CCC(C1)N2C(=O)NCc1ccccc1 (configuration not stated),1,-2,nt,0.8,-5,nt,nt,1.2,29
CSCCC(NC(=O)c1ccccc1)C(=O)NCc1ccco1 (configuration not stated),-2,5,1,0.1,0,2,100,-0.7,13
